# Source: PubChem
# PLC-gamma1 inh: PLC-gamma1 enzyme inhibitors, primary screen, biochemical, fluorescence, purified enzyme; 1-phosphatidylinositol 4,5-bisphosphate phosphodiesterase gamma-1 (Homo sapiens), P19174; fluorogenic substrate; inhibition, % at 12.2 µM; AID 720700, 2013; 0.84% of 370,000 active; in the data active = inhibition above about 9.5%
# NR1D1 modulator: modulators of Rev-erb alpha DNA binding, primary screen, biochemical, FITC-DNA, fluorescence polarization, uHTS; Nuclear receptor subfamily 1 group D member 1 (Homo sapiens), P20393; Rev-erbα–FITC-DNA binding, 90 min; activity, % at 10 µM; 0.79% of 370,000 active; AID 1259318, 2017;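 active = activity above about 14%, limit read from the data; passing the limit was not always enough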;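 note: 0% = DMSO wells with 35 nM protein and 100% = DMSO wells with 750 nM protein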
# hcDAF-12 act: H. contortus DAF-12 nuclear receptor activators, primary screen, cell-based, luminescence, HEK293, lit1-tk-luc reporter. activation, % at 6.8 µM. AID 652067, 2013. 1.4% of 370,000 active. HEK293 hcDAF-12 lit1-tk-luc reporter; 0% DMSO, 100% Δ7-dafachronic acid;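 active = activation above the mean of all tested compounds plus 3 SD, cut at about 5.5% in these data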;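 note: 100% = response to 3 µM Δ7-dafachronic acid high control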
# DAX1 inh-1: DAX1 (NR0B1) inhibitors, primary screen, cell-based, HEK293, Gal4-DAX1, luciferase luminescence. HEK293 Gal4-DAX1 luciferase reporter. inhibition, % at 6.75 µM. 0.99% of 340,000 active. AID 504766, 2011;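 active = inhibition above the mean over all tested compounds plus 3 SD, cut at about 4.2% in these data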;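 note: 0% = DAX1-transfected cells with DMSO and 100% = empty-vector control cells with DMSO; inhibition shows as a rise in luminescence from relieved DAX1 repression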
# Target sequence (P51843 207-470 limits assumed): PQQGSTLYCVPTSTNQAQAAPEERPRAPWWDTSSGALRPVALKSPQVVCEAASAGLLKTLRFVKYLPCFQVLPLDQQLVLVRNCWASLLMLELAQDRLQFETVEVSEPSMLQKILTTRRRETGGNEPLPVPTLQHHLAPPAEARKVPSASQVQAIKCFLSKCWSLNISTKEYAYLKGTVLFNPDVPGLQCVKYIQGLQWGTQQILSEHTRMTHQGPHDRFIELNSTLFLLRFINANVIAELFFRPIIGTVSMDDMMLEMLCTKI
# PLC-beta3 inh: human PLC-beta3 inhibitors, primary screen, biochemical, fluorescence. 1-phosphatidylinositol 4,5-bisphosphate phosphodiesterase beta-3 (Homo sapiens), Q01970. 0.18% of 370,000 active. Purified PLC-beta3, fluorogenic substrate. inhibition, % at 12.2 µM; in the data active = inhibition above about 11%;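 note: 0% = median of compound wells on plate and 100% = full blocker control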
# DAX1 inh-2: DAX1 (NR0B1) inhibitors on StAR promoter, primary screen, cell-based, luminescence, SF-1 (NR5A1), full-length DAX-1; HEK293T StAR-luciferase reporter, SF-1/DAX-1 repression relief; inhibition, % at 6.8 µM; 1.1% of 370,000 active; AID 652010, 2013;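 active = inhibition above the mean over all tested compounds plus 3 SD, cut at about 3.6% in these data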;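 note: 0% = DAX-1 cells with DMSO and 100% = cells lacking DAX-1 with DMSO; higher inhibition means more luminescence from relief of DAX-1 repression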
# ssDAF12 agonist: S. stercoralis DAF-12 nuclear receptor activators, primary screen, cell-based, luminescence, HEK293, GRIP1 co-expression, lit1-tk-luc; Nuclear hormone receptor DAF-12 (Strongyloides stercoralis); HEK293 ssDAF-12/GRIP1 lit1-tk-luc reporter; % of 3 µM dafachronic acid response; activation, % at 6.8 µM; 1% of 370,000 active; AID 652126, 2013;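 active = activation above the mean over all tested compounds plus 3 SD, cut at about 0.9% in these data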;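 note: 0% = DMSO-only wells and 100% = 3 µM delta7-dafachronic acid wells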
# MBD2 DNA inh: inhibitors of MBD2 binding to methylated DNA, primary screen, biochemical, TR-FRET, DNA-binding domain, human; Methyl-CpG-binding domain protein 2 (Homo sapiens), Q9UBB5; MBD2 binding to methylated oligonucleotide; inhibition, % at 4.4 µM; 0.31% of 370,000 active; in the data active = inhibition above about 13%
# Target sequence (Q9UBB5 whole entry, looked up, the tested form may be a part): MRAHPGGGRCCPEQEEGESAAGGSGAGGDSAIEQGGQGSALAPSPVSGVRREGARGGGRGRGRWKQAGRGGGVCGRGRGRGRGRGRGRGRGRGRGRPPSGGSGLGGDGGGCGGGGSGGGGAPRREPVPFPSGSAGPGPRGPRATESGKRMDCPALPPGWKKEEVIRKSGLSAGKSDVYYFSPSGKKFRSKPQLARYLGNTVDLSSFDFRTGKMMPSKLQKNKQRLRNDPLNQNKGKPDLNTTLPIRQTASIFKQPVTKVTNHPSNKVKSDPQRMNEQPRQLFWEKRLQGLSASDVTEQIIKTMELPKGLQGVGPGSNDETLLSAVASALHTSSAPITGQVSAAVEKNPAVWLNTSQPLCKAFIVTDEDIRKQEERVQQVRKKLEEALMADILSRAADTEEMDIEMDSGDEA
# ADAM17 inh: ADAM17 inhibitors, primary screen, biochemical, QFRET | Disintegrin and metalloproteinase domain-containing protein 17 (Homo sapiens), P78536 | recombinant ADAM17, EDANS/DABCYL FRET peptide cleavage | inhibition, % at 6.95 µM | 0.83% of 370,000 active | AID 720648, 2013;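 active = inhibition above the mean of compounds lying between control limits plus 3 SD, set per campaign, cut at about 8.5% in these data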;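 note: 0% = DMSO-only wells as the low control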
# SMARCA2 activ: SMARCA2 (BRM) function activators, primary screen, cell-based, luminescence, high throughput. MG213 cells, MMTV-luciferase reporter, dexamethasone, overnight. activation, % at 9.1 µM. 1% of 370,000 active. AID 652017, 2013; in the data active = activation above about 7.8%;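 note: 0% = vehicle wells and 100% = reference activator wells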
# hgDAF-12 ag: H. glycines DAF-12 receptor agonists, primary screen, cell-based, luminescence, HEK293, GAL4 fusion, UAS-luciferase; HEK293 GAL4-hgDAF12 UAS-luciferase reporter, agonist luminescence; normalized to butyrate control; activation, % at 6.8 µM; 1.8% of 370,000 active; AID 687014, 2013;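 active = activation above a cutoff set at the mean of all screened compounds plus 3 SD, cut at about 10% in these data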;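 note: 0% = DMSO wells and 100% = sodium butyrate wells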
# Starred values were filed as active, the others as inactive; x = no result given.
molecule | PLC-gamma1 inh | NR1D1 modulator | hcDAF-12 act | DAX1 inh-1 | PLC-beta3 inh | DAX1 inh-2 | ssDAF12 agonist | MBD2 DNA inh | ADAM17 inh | SMARCA2 activ | hgDAF-12 ag
CCCCNc1ncnc2c1cnn2Cc1ccc(Cl)cc1 | 2.0 | 3.5 | -2.3 | -1.0 | -6.0 | -1.5 | -0.8 | 6.1 | -2.3 | -3.1 | 0.7
Cc1c(NC(=O)c2cc3ccccc3c(=O)s2)c(=O)n(-c2ccccc2)n1C | 2.7 | -1.4 | -0.2 | 1.0 | 3.8 | 0.4 | -1.0 | -5.3 | 0.8 | 4.2 | 0.3
O=C(CCCC(=O)N(CC(=O)NC1CCCC1)c1ccc(F)c(Cl)c1)Nc1ccccn1 | 8.8 | 5.2 | -1.1 | 1.4 | -2.8 | 0.1 | -0.5 | -4.4 | 2.1 | -3.5 | 0.9
Cc1cc(C)c2c(N)c(C(=O)NCc3ccco3)sc2n1 | -309.2 | 1.2 | 0.0 | 0.2 | -383.4 | -0.4 | -1.2 | 0.3 | -40.3 | 4.9 | 4.5
Cc1ccc(C)c(S(=O)(=O)Nc2ccc3scnc3c2)c1 | 0.8 | -0.2 | -1.2 | -1.4 | 2.1 | -2.4 | -1.6 | 0.5 | 1.2 | 1.2 | 1.9
O=C(c1ccncc1)N1N=C(C2CCCCC2)CC1(O)C(F)(F)F (stereo unspecified) | 2.0 | 2.4 | -1.7 | x | 0.8 | -0.2 | -0.8 | -3.9 | -3.5 | -2.6 | -2.4
COc1ccc(CNC(=O)C(c2ccc(C)cc2)N(Cc2cccs2)C(=O)c2ccc3c(c2)OCCO3)cc1 (stereo unspecified) | 0.3 | 2.1 | -3.1 | -4.3 | -0.3 | -2.5 | -1.1 | -0.5 | 5.3 | -0.8 | -5.5
Cc1cc(OC(F)F)ccc1NC(=O)Nc1ccc2c(c1)OCO2 | -2.0 | 3.3 | 2.1 | 1.0 | -9.3 | 0.0 | -0.9 | 3.9 | -6.9 | -3.0 | 1.8
CCN(CC)S(=O)(=O)c1cccc(NC(=O)c2cccc(S(=O)(=O)N3CCCC3)c2)c1 | 1.1 | -5.0 | -3.1 | -0.6 | -3.8 | -1.4 | -2.1 | 0.3 | 0.3 | -1.5 | -1.3
CCc1nnc(NC(=O)CCC(=O)Nc2ccc(OC)cc2OC)s1 | 0.0 | 0.9 | -2.7 | 0.1 | 0.6 | -0.9 | -0.9 | -3.0 | -0.2 | -1.2 | 7.0
CSc1nsc(SCC(=O)N2CCc3ccccc32)n1 | -3.0 | -4.0 | -1.2 | 1.9 | -1.5 | -0.5 | -1.0 | 2.4 | -5.1 | 0.5 | 0.8
COc1nc2c(C)cccc2cc1-c1noc(-c2ccco2)n1 | -0.9 | 20.2* | 6.9* | -0.2 | -5.4 | 0.8 | 0.4 | -2.2 | -0.3 | 2.6 | 2.4
CCCCc1nc2n[nH]c(N)c2c2c1CSC(C)(C)C2 | -6.0 | -1.9 | -0.1 | -0.7 | -3.7 | 0.6 | -0.9 | 1.6 | -3.2 | -2.3 | -2.1
CCn1nnc(NC(=O)c2ccc(C(C)(C)C)cc2)n1 | -0.1 | -0.8 | 3.8 | -0.1 | -1.6 | 2.4 | 0.5 | 2.2 | -5.7 | 2.5 | 7.9
Cc1c(C(=O)N2CCOCC2)c(S(=O)(=O)Nc2cccc(F)c2)c(C)n1C | -0.1 | 4.2 | -0.7 | 0.8 | -7.6 | 0.0 | -0.6 | 4.4 | -0.3 | 4.2 | 0.0

# (continued)
# Every second line gives: PLC-gamma1 inh	NR1D1 modulator	hcDAF-12 act	DAX1 inh-1	PLC-beta3 inh	DAX1 inh-2	ssDAF12 agonist	MBD2 DNA inh	ADAM17 inh	SMARCA2 activ	hgDAF-12 ag
CC1=Nc2ccccc2/C1=C\c1nc(-c2ccc(F)cc2)oc1O
  -18.9	3.0	2.0	-0.3	-24.9	0.1	-0.5	-0.8	-10.6	-2.7	0.3
COc1ccc(NC(=O)CNC(=O)c2ccco2)cc1
  0.7	-7.0	1.9	1.1	0.9	0.6	0.6	-3.6	-1.1	-0.4	5.5
CC1CCN(C(=O)C(=O)Nc2sc3c(c2C(N)=O)CC(C)(C)OC3)CC1
  -2.8	0.5	-1.3	0.1	-12.8	0.1	-0.8	0.2	-0.1	-1.4	-0.1
CC(NC(=O)COC(=O)Cn1cc(C(F)(F)F)ccc1=O)c1ccccc1 (stereo unspecified)
  2.8	-4.0	-1.5	1.0	-8.1	0.5	-0.5	-1.6	-0.9	-2.1	-3.8
Nc1nc(SCCO)[nH]c(=O)c1NC(=O)c1ccccc1F
  6.4	3.9	-1.5	-1.0	7.1	0.1	-0.9	2.7	6.1	-2.3	0.5
Cc1ccc(S(=O)(=O)N(C)[C@H]2C[C@H]3c4cc(-c5ccccc5C)ccc4CCN3C[C@H]2[C@H](C)O)cc1
  -33.5	-4.9	-2.5	x	-31.5	0.5	-1.2	0.7	-2.0	-2.3	5.2
O=C(O)CCC(=O)Nc1ccc(Cc2ccc(NC(=O)CCC(=O)O)cc2)cc1
  3.0	-0.3	-1.6	0.8	0.8	0.3	-0.8	1.9	-1.7	-0.3	2.8

# Gathered by group, the compounds so far with four or more nitrogen atoms (6)
# Every second line gives: PLC-gamma1 inh	NR1D1 modulator	hcDAF-12 act	DAX1 inh-1	PLC-beta3 inh	DAX1 inh-2	ssDAF12 agonist	MBD2 DNA inh	ADAM17 inh	SMARCA2 activ	hgDAF-12 ag
CCCCNc1ncnc2c1cnn2Cc1ccc(Cl)cc1
  2.0	3.5	-2.3	-1.0	-6.0	-1.5	-0.8	6.1	-2.3	-3.1	0.7
O=C(CCCC(=O)N(CC(=O)NC1CCCC1)c1ccc(F)c(Cl)c1)Nc1ccccn1
  8.8	5.2	-1.1	1.4	-2.8	0.1	-0.5	-4.4	2.1	-3.5	0.9
CCc1nnc(NC(=O)CCC(=O)Nc2ccc(OC)cc2OC)s1
  0.0	0.9	-2.7	0.1	0.6	-0.9	-0.9	-3.0	-0.2	-1.2	7.0
CCCCc1nc2n[nH]c(N)c2c2c1CSC(C)(C)C2
  -6.0	-1.9	-0.1	-0.7	-3.7	0.6	-0.9	1.6	-3.2	-2.3	-2.1
CCn1nnc(NC(=O)c2ccc(C(C)(C)C)cc2)n1
  -0.1	-0.8	3.8	-0.1	-1.6	2.4	0.5	2.2	-5.7	2.5	7.9
Nc1nc(SCCO)[nH]c(=O)c1NC(=O)c1ccccc1F
  6.4	3.9	-1.5	-1.0	7.1	0.1	-0.9	2.7	6.1	-2.3	0.5
